Bioassay records as filed in PubChem.
PTHR1 agonist – qHTS for PTHR1 Agonists: Primary Screen; HEK293 GP2 PTHR1 cells, GloSensor cAMP luminescence, 1 h; Potency, µM (titrated, usually from 115 µM), inactives show at the highest dose activation, hits mostly activators; actives 0.075% (n = 410,000); note: potency is the fitted concentration of half-maximal effect; nearly all actives have a fitted effect of over 55% in size; some results filed as inactive show a strong effect at the top dose; inactives centre near -15; many of its hits are not listed in these tables
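HEK-293-derived GP2 cells expressing PTHR1 and a GloSensor cAMP reporter, 3,000/well, plated overnight, given luciferin plus IBMX (each 0.5 mM as added) for 1 h at 37 °C, then compound for 1 h at 37 °C. Luminescence was read after 15 min at room temperature.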
DRD3 antagonist – qHTS of D3 Dopamine Receptor Antagonist: qHTS; D(3) dopamine receptor (Homo sapiens), P35462; D3R cells, DiscoveRx beta-arrestin luminescence, antagonist mode; hits give low values; max response, negative = inhibition, %; actives 2.5% (n = 360,000); in the data active = max response below about -50%; inconclusive = no clear call, values can overlap the other calls; note: % is set by controls: 0 for no effect and ±100 for the full control effect; mostly tested at two doses, the higher about 12 µM
Target sequence (P35462 whole entry, looked up): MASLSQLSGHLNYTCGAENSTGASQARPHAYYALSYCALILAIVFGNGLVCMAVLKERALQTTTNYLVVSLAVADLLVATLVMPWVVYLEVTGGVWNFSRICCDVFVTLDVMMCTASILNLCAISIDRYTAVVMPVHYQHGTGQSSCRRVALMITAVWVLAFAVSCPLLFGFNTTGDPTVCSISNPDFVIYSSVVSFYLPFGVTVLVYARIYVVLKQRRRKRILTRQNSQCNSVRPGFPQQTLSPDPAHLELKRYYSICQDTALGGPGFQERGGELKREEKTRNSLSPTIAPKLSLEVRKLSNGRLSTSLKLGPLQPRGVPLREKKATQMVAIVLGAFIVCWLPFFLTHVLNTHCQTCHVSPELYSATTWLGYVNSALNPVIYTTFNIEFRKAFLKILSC
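Cells plated overnight at 1500 cells/well, then exposed to library compounds with dopamine controls for 90 minutes at 37 degrees C. DiscoveRx reagent added for 30–60 minutes at room temperature; luminescence read, quantitative HTS format.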
aSyn rescue – qHTS of alpha-syn Inhibitors | actives 0.14% (n = 370,000) | AID 652106, 2013 | Potency, µM (series often up to 46.1 µM), for the others: at the highest dose growth rescue (activation), hits mostly activators | Yeast expressing alpha-synuclein, growth rescue, BacTiter-Glo, 24 h; note: potency is the fitted concentration of half-maximal effect; % of control where 0% means no effect; nearly all actives have a fitted effect of over 65% in size
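Readout is rescue of growth in alpha-synuclein-expressing yeast, so inhibitors of toxicity appear as activators. Growth after 24 hr at 30 deg C in galactose medium is quantified by luminescence.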
D3 ag – qHTS of D3 Dopamine Receptor Agonist: qHTS. D(3) dopamine receptor (Homo sapiens), P35462. D3R DiscoveRx beta-arrestin cells, luminescence, 90 min. max activation, %. actives 0.58% (n = 410,000); in the data active = max activation above about 30%; note: 0% is about no effect; mostly tested at two doses, the higher about 12 µM
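Cells at 1500/well, incubated overnight, then treated with pinned compounds (dopamine as control) for 90 min at 37 degrees C. DiscoveRx reagent added for 30 - 60 minutes at room temperature; luminescence read.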
GLP-1R inv ag – qHTS of GLP-1 Receptor Inverse Agonists (Inhibition Mode) | Potency, µM (series often up to 38.3 µM), inactives show at the highest dose activity change, negative = inhibition, actives largely listed as inhibitors | actives 1.6% (n = 410,000) | AID 624417, 2012 | HEK293 GLP-1R CRE-luciferase, luminescence, 24 h; GLP-1R form is constitutively active | Glucagon-like peptide 1 receptor (Homo sapiens), P43220; note: potency is the fitted concentration of half-maximal effect; % is set by controls: 0 for no effect and ±100 for the full control effect; nearly all actives have a fitted effect of over 55% in size
Target sequence (P43220 whole entry, looked up): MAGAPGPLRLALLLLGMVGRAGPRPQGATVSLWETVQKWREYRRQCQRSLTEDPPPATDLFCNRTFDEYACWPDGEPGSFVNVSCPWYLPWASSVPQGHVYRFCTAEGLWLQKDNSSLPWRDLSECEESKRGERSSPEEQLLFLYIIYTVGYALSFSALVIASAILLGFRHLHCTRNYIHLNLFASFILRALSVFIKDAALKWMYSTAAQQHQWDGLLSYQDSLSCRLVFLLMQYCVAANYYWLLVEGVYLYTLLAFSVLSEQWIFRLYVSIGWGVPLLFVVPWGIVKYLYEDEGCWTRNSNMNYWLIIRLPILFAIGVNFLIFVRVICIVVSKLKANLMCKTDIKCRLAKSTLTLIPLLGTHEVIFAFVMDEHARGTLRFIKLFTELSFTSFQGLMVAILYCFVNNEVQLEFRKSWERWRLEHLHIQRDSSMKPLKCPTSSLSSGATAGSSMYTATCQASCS
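Inverse agonists were sought by their lowering of basal cAMP reporter luciferase output in HEK293 cells stably carrying constitutively active human GLP-1R, after 24 h compound treatment.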
HEK293 tox – qHTS of GLP-1 Receptor Inverse Agonists: Cytotox Screen; HEK293 cAMP-luciferase reporter cells, luminescence, 24 h; Potency, µM (highest dose often 38.3 µM), for the others: top-dose activity change, negative = inhibition, actives largely listed as inhibitors; actives 0.13% (n = 410,000); AID 624418, 2012;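 note: loss of luciferase light is scored as toxicity; potency is the fitted concentration of half-maximal effect; % is set by controls: 0 for no effect and ±100 for the full control effect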
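Step one: seed cells (200 cells/uL, DMEM with 10% Nu serum, 1% pen-strep). Step two: 12-hour incubation at 37 deg C. Step three: pin 23 nL compound, incubate 24 hr. Step four: add luciferase reagent, read luminescence 12 min later.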
KB-V1 MDR tox – qHTS assay for MDR1-selective chemotherapeutics: Primary screen using the drug-selected MDR subline cells KB-V1; KB-V1 MDR cells viability, CellTiter-Glo, 72 h; AID 1347076, 2019; actives 3.4% (n = 400,000); Potency, µM (titrated, usually from 46.1 µM), without a hit: at the top dose activity change, negative = cytotoxicity, hits mostly cytotoxic; note: potency is the fitted concentration of half-maximal effect; % is set by controls: 0 for no effect and ±100 for the full control effect; nearly all actives have a fitted effect of over 60% in size
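KB-V1 MDR subline cells in DMEM (phenol-red free, 10% FBS) exposed to compounds in qHTS concentration series for 72 h at 37 degrees C. Viability read by CellTiter-Glo luminescence; concentration-effect curves fitted after normalization and correction.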
GLP-1R agonist – qHTS of GLP-1 Receptor Agonists; Glucagon-like peptide 1 receptor (Homo sapiens), P43220; HEK293 GLP-1R CRE-luciferase, luminescence, 4-6 h; cells express a hypersensitive GLP-1R form; Potency, µM (titrated, usually from 45.6 µM), inactives show top-dose activation, most hits filed as activators; actives 0.007% (n = 380,000); AID 624172, 2012; note: potency is the fitted concentration of half-maximal effect; % of control where 0% means no effect
TDP-43 yeast inh – qHTS of TDP-43 Inhibitors. AID 652104, 2013. Potency, µM (series often up to 46.1 µM), for inactives: at the top dose growth rescue (activation), hits mostly activators. actives 1.8% (n = 410,000). TDP-43 expressing yeast growth rescue, BacTiter-Glo, 24 h; note: potency is the fitted concentration of half-maximal effect; % of control where 0% means no effect; nearly all actives have a fitted effect of over 50% in size
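Galactose-induced TDP-43 yeast, OD600=0.02, compound pinned; 24 hr, 30 deg C; BacTiter-Glo luminescence for growth. Inhibitors of TDP-43 toxicity read as activators.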
Starred values were filed as active, the others as inactive; [ ] = dose if it differs, or a comment. Unless noted, calls come from the whole dose curve; as a rule, active = well fitted curve in the direction sought with a large enough effect; inconclusive = small, poorly fitted or top-dose-only effect, or another doubt; inactive = no such curve, though single readings can be large; an effect the other way counts as inactive or inconclusive. Not all compounds are listed; count on the stated rates, not on these rows.

Cc1ccc(S(=O)(=O)N2CCCCC2)cc1C(=O)OC1CCCCC1=O (stereo not drawn) was read as PTHR1 agonist -11.4%, DRD3 antagonist -1.4, aSyn rescue -6.1%, D3 ag -21.3, GLP-1R inv ag -8.0%, HEK293 tox 4.3%, KB-V1 MDR tox 10.4%, GLP-1R agonist -2.4% and TDP-43 yeast inh -13.6%.
Screening O=C(OCc1cc(=O)n2ccsc2n1)c1ccccc1NCCO returned PTHR1 agonist inactive, DRD3 antagonist 12.9, aSyn rescue 11.8%, D3 ag -8.0, GLP-1R inv ag 7.5%, HEK293 tox -5.4%, KB-V1 MDR tox -7.4%, GLP-1R agonist 21.6% and TDP-43 yeast inh -9.5%.
CC(C)n1nnnc1C1c2ccccc2C(=O)N1CCOc1ccccc1 (stereo not drawn) was read as PTHR1 agonist -10.4%, DRD3 antagonist 4.0, aSyn rescue 3.5%, D3 ag 8.1, GLP-1R inv ag 22.9%, HEK293 tox 2.8%, KB-V1 MDR tox 0.0%, GLP-1R agonist 14.3% and TDP-43 yeast inh inconclusive.
For COc1ccc(C2CC(c3cccs3)=NN2C(=O)COC(=O)c2cc3ccccc3cc2O)cc1OC (stereo not drawn) the results were PTHR1 agonist inactive, DRD3 antagonist -15.6, aSyn rescue -0.8%, D3 ag 4.8, GLP-1R inv ag -3.0%, HEK293 tox 8.8%, KB-V1 MDR tox 9.4%, GLP-1R agonist -5.3% and TDP-43 yeast inh 14.2%.
Screening CN(C)CCCNC(=O)c1ccc(/C=N/O)nc1 returned PTHR1 agonist inactive, DRD3 antagonist -2.9, aSyn rescue -4.7%, D3 ag -3.9, GLP-1R inv ag 25.2%, HEK293 tox 20.2%, KB-V1 MDR tox 4.4%, GLP-1R agonist 6.4% and TDP-43 yeast inh -11.9%.
Brc1cc2c(cc1C1Nc3ccccc3C3C=CCC31)OCO2 (stereo not drawn) was read as PTHR1 agonist -20.5%, DRD3 antagonist 11.5, aSyn rescue 0.9%, D3 ag -2.1, GLP-1R inv ag -10.5%, HEK293 tox -12.4%, KB-V1 MDR tox inconclusive, GLP-1R agonist -19.7% and TDP-43 yeast inh 3.5%.
CCOc1ccc(N2CC(C(=O)N3CCCCCC3)CC2=O)cc1 (stereo not drawn) was read as PTHR1 agonist inactive, DRD3 antagonist -15.3, aSyn rescue -2.2%, D3 ag -14.2, GLP-1R inv ag 7.1%, HEK293 tox 11.6%, KB-V1 MDR tox -6.6%, GLP-1R agonist 10.3% and TDP-43 yeast inh 12.1%.
For Cc1nn(CC(C)C)c(Cl)c1C(=O)NCC1CCCO1 (stereo not drawn) the results were PTHR1 agonist -10.4%, DRD3 antagonist 0.0, aSyn rescue 4.9%, D3 ag -3.8, GLP-1R inv ag 16.4%, HEK293 tox -10.2%, KB-V1 MDR tox 5.0%, GLP-1R agonist 0.3% and TDP-43 yeast inh 5.3%.
Screening COc1cc(-c2nc(-c3ccccn3)no2)cc(OC)c1OC returned PTHR1 agonist inactive, DRD3 antagonist -4.6, aSyn rescue -8.6%, D3 ag 4.5, GLP-1R inv ag 0.0%, HEK293 tox 4.6%, KB-V1 MDR tox -7.0%, GLP-1R agonist 15.4% and TDP-43 yeast inh -9.2%.
`C=C1C(=O)c2sccc2C(c2ccc(OC)c(OC)c2)C1COC(C)=O` (stereo not drawn) gave PTHR1 agonist -96.2%[inhibitor], DRD3 antagonist -116.3*, aSyn rescue inconclusive, D3 ag -32.3, GLP-1R inv ag inconclusive, HEK293 tox -21.3%, KB-V1 MDR tox inconclusive, GLP-1R agonist -16.0% and TDP-43 yeast inh inconclusive.
For Cc1ccc(S(=O)(=O)Oc2ccccc2N2C(=O)C3CC=CCC3C2=O)cc1 (stereo not drawn) the results were PTHR1 agonist inactive, DRD3 antagonist 6.3, aSyn rescue 8.1%, D3 ag -9.9, GLP-1R inv ag 7.3%, HEK293 tox 9.6%, KB-V1 MDR tox 8.2µM*, GLP-1R agonist 4.7% and TDP-43 yeast inh -8.4%.
Screening Cc1ccccc1OCC(=O)Nc1ccc(C(N)=O)cc1 returned PTHR1 agonist inactive, DRD3 antagonist -6.0, aSyn rescue 4.7%, D3 ag 4.2, GLP-1R inv ag 0.0%, HEK293 tox -0.5%, KB-V1 MDR tox 2.0%, GLP-1R agonist -2.8% and TDP-43 yeast inh 1.3%.
Cc1ccc(S(=O)(=O)n2cnc3cc([N+](=O)[O-])ccc32)c(C)c1C was read as PTHR1 agonist -5.4%[57.5 µM], DRD3 antagonist -4.2, aSyn rescue -0.7%, D3 ag -2.2, GLP-1R inv ag 5.4%, HEK293 tox 5.8%, KB-V1 MDR tox 18.1%, GLP-1R agonist 0.7% and TDP-43 yeast inh -0.6%.
CCOc1ccc(Nc2nc3ccccc3n3cnnc23)cc1 was read as PTHR1 agonist inactive, DRD3 antagonist -13.6, aSyn rescue -3.2%, D3 ag 2.5, GLP-1R inv ag 51.1%[activator], HEK293 tox 16.9%, KB-V1 MDR tox 5.7%, GLP-1R agonist -2.2% and TDP-43 yeast inh 26.0%.
CCc1ccc(-c2cc3c(=O)n(CC(=O)N4CCCCCC4)nc(C)n3n2)cc1 was read as PTHR1 agonist -9.0%, DRD3 antagonist -1.0, aSyn rescue 1.0%, D3 ag 0.9, GLP-1R inv ag 2.2%, HEK293 tox -3.3%, KB-V1 MDR tox -11.9%, GLP-1R agonist -2.2% and TDP-43 yeast inh -1.2%.
Screening Brc1ccc(OCc2nnc3n2CCC3)cc1 returned PTHR1 agonist -43.2%[inhibitor], DRD3 antagonist -13.4, aSyn rescue 0.5%, D3 ag -5.0, GLP-1R inv ag 11.8%, HEK293 tox -3.8%, KB-V1 MDR tox 11.1%, GLP-1R agonist -6.7% and TDP-43 yeast inh 12.2%.
OCCSc1nc(-c2cccnc2)nc2ccccc12 was read as PTHR1 agonist inactive, DRD3 antagonist 10.8, aSyn rescue 16.3%, D3 ag -7.5, GLP-1R inv ag 45.7%[activator], HEK293 tox -3.0%, KB-V1 MDR tox -2.7%, GLP-1R agonist 14.3% and TDP-43 yeast inh 0.0%.
`C=CCn1c(P(=O)(O)c2ccccc2)nc2ccccc21` gave PTHR1 agonist -6.1%, DRD3 antagonist -8.5, aSyn rescue -0.2%, D3 ag 10.6, GLP-1R inv ag 9.7%, HEK293 tox -0.6%, KB-V1 MDR tox 21.6%, GLP-1R agonist -5.7% and TDP-43 yeast inh -1.7%.
For O=C(NCc1cccs1)c1nn2cccnc2c1Cl the results were PTHR1 agonist inactive, DRD3 antagonist 25.9, aSyn rescue -3.0%, D3 ag -0.1, GLP-1R inv ag 16.3%, HEK293 tox 2.0%, KB-V1 MDR tox 11.4%, GLP-1R agonist 11.7% and TDP-43 yeast inh 1.5%.
For Cc1ccc(C(=O)c2nccn2C)cc1C the results were PTHR1 agonist -19.9%, DRD3 antagonist 4.3, aSyn rescue 5.2%, D3 ag -0.1, GLP-1R inv ag 17.5%, HEK293 tox 3.8%, KB-V1 MDR tox 9.4%, GLP-1R agonist 9.2% and TDP-43 yeast inh -5.6%.
CCN(CC)C(=O)CSc1nnc([C@H](Cc2c[nH]c3ccccc23)NC(=O)OC(C)(C)C)o1 was read as PTHR1 agonist inactive, DRD3 antagonist 30.9, aSyn rescue 5.4%, D3 ag 0.7, GLP-1R inv ag 7.5%, HEK293 tox 16.4%, KB-V1 MDR tox 14.6µM*, GLP-1R agonist 8.1% and TDP-43 yeast inh inconclusive.
`CNC(=S)N/N=C/c1cn(CCOc2cccc(OC)c2)c2ccccc12` gave PTHR1 agonist inactive, DRD3 antagonist 68.8, aSyn rescue 23.5%, D3 ag 0.1, GLP-1R inv ag inconclusive, HEK293 tox 13.9%, KB-V1 MDR tox inconclusive, GLP-1R agonist 19.2% and TDP-43 yeast inh 13.7%.
Screening O=S(=O)(NCCOc1ccccc1)c1ccc2ccccc2c1 returned PTHR1 agonist inactive, DRD3 antagonist 23.9, aSyn rescue -0.7%, D3 ag 21.2, GLP-1R inv ag 24.4%, HEK293 tox -13.0%, KB-V1 MDR tox -5.6%, GLP-1R agonist -1.1% and TDP-43 yeast inh -11.2%.
Screening O=C(c1ccc(Cl)c(S(=O)(=O)N2CCOCC2)c1)N(Cc1nnc(-c2ccccc2Cl)o1)C1CC1 returned PTHR1 agonist -96.8%[inhibitor], DRD3 antagonist 9.5, aSyn rescue 1.4%, D3 ag 6.0, GLP-1R inv ag -12.1%, HEK293 tox -22.2%, KB-V1 MDR tox inconclusive, GLP-1R agonist 3.4% and TDP-43 yeast inh 28.7%.
For Cc1ccc(C(=O)Nc2ncc(C)s2)o1 the results were PTHR1 agonist -33.1%[inhibitor], DRD3 antagonist 20.5, aSyn rescue -12.4%, D3 ag 0.9, GLP-1R inv ag 0.0%, HEK293 tox -14.0%, KB-V1 MDR tox -20.3%, GLP-1R agonist -4.6% and TDP-43 yeast inh -12.4%.

Retrieved one by one from the list above (2):
CCc1ccc(-c2cc3c(=O)n(CC(=O)N4CCCCCC4)nc(C)n3n2)cc1 was read as PTHR1 agonist -9.0%, DRD3 antagonist -1.0, aSyn rescue 1.0%, D3 ag 0.9, GLP-1R inv ag 2.2%, HEK293 tox -3.3%, KB-V1 MDR tox -11.9%, GLP-1R agonist -2.2% and TDP-43 yeast inh -1.2%.
OCCSc1nc(-c2cccnc2)nc2ccccc12 was read as PTHR1 agonist inactive, DRD3 antagonist 10.8, aSyn rescue 16.3%, D3 ag -7.5, GLP-1R inv ag 45.7%[activator], HEK293 tox -3.0%, KB-V1 MDR tox -2.7%, GLP-1R agonist 14.3% and TDP-43 yeast inh 0.0%.
